# From PubChem BioAssay
# IMPase Li inh – membrane-permeable IMPase blocker, potentiated with lithium | CHO-M1 cells, IP1 TR-FRET (IP-One), carbachol + lithium | 0.35% of 210,000 active | Potency, µM (doses to about 59.4 µM), inactives show at the highest dose activity, negative = IMPase inhibition, actives largely listed as inhibitors;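 also: IP1 builds up when IMPase is blocked and the TR-FRET signal falls; potency is read from the fitted curve at half-maximal effect; plate controls were basal vehicle for no effect and high inhibitor control for full effect; nearly all actives have a fitted effect of over 50% in size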
#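 Test compounds were applied to CHO-M1 cells previously cultured for 16–30 h at 2000 per well. A small lithium amount accompanied them; after 30 min at 37C, IP1 was quantified by TR-FRET.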
# Epigenetic reg – epigenetic control regulation, reporter derepression; 0.2% of 280,000 active; Potency, µM (series often up to 53.9 µM), inactives show at the top dose GFP activation, most hits filed as activators; murine LDR cells, GFP reporter derepression, 30 h; also: potency is read from the fitted curve at half-maximal effect; % of control where 0% means no effect; nearly all actives have a fitted effect of over 60% in size
#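 Readout is the number of GFP-expressing murine LDR cells, counted by cytometry following washing. Cells were treated with compound for 30 h at 37 C; the stably integrated CMV-GFP locus is normally silent.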
# KinaseGlo FLuc – counter-screen: inhibitors of Kinase-Glo firefly luciferase; Q27757; Kinase-Glo luciferase, ATP luminescence, 8 min; Potency, µM (top dose mostly 38.3 µM), inactives show top-dose activity change, negative = inhibition, actives largely listed as inhibitors; 0.28% of 200,000 active; also: potency is read from the fitted curve at half-maximal effect; % is scaled to controls: 0 for no effect and ±100 for the full control effect; nearly all actives have a fitted effect of over 60% in size
#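 Inhibition of Kinase-Glo luciferase light generation was assessed at 10 uM ATP in pH 7.2 imidazole buffer, with luminescence measured after eight minutes at ambient temperature.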
# HttQ103 aggreg – inhibitors of mutant huntingtin aggregate formation in PC12 cells | Potency, µM (titrated, usually from 46.1 µM), for the others: at the highest dose activity change, negative = inhibition, actives largely listed as inhibitors | PC12 HttQ103-GFP aggregates, Acumen cytometry, 40 h | 1.1% of 220,000 active; also: potency is read from the fitted curve at half-maximal effect; % is scaled to controls: 0 for no effect and ±100 for the full control effect; nearly all actives have a fitted effect of over 60% in size
#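 Steps: seed 1500 PC12 HTTQ103-GFP cells/well; add tebufenozide, 100 nM final; add compound titration; add ATPLite reagent; quantify GFP aggregates by laser scanning cytometry.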
# NPSR antag – antagonists of human neuropeptide S receptor cAMP signaling; Potency, µM (top dose mostly 38.3 µM), without a hit: at the top dose activity change, negative = inhibition, most hits filed as inhibitors; CHO-NPSR cells, cAMP TR-FRET, antagonist mode; Q6W5P4; 1% of 220,000 active; also: potency is read from the fitted curve at half-maximal effect; % is scaled to controls: 0 for no effect and ±100 for the full control effect; nearly all actives have a fitted effect of over 50% in size; many of its hits are not listed in these tables
# Target sequence (Q6W5P4 whole entry, looked up): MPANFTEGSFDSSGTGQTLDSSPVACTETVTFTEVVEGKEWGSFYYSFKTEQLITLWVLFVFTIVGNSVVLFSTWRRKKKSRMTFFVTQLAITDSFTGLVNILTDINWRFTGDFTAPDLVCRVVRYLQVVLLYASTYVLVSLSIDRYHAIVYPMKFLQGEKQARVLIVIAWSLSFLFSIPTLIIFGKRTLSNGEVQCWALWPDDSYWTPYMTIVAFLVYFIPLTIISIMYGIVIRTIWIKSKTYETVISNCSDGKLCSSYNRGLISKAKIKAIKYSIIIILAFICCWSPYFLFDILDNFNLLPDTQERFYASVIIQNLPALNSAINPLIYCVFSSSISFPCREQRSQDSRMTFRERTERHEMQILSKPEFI
# CBFb RUNX1 block – CBF-beta/RUNX1 interaction disruption; Q01196+Q13951; AlphaScreen CBFb-His/RUNX1-biotin binding, biochemical; Potency, µM (doses to about 59.8 µM), inactives show at the top dose activity, negative = inhibition, actives largely listed as inhibitors; 230,000 tested, under 10 active; AID 1477; also: % of control where 0% means no effect
# Target sequence (Q01196 whole entry, looked up): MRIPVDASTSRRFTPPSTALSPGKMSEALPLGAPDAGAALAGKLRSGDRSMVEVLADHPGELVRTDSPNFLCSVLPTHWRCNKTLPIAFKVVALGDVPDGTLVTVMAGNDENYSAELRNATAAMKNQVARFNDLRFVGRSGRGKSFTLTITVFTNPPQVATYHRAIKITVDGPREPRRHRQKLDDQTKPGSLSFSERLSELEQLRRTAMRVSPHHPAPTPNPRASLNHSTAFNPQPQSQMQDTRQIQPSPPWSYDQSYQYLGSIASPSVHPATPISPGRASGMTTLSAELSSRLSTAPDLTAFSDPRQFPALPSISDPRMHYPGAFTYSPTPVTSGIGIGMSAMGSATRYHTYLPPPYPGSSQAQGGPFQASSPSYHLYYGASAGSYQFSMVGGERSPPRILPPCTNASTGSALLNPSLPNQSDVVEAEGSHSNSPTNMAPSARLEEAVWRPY
# Target sequence (Q13951 whole entry, looked up): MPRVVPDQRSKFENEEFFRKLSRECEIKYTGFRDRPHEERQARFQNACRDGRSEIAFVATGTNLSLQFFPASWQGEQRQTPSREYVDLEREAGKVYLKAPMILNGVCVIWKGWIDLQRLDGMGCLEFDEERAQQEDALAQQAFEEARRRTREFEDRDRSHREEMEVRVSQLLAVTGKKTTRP
#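 Interaction loss through any mechanism counts as activity. Pre-formed complex of His-CBF-beta and biotin-RUNX1 (30 nM apiece) is incubated with compound 15 min, then with 50 ng nickel and 50 ng streptavidin beads for 90 min before AlphaScreen detection.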
# Lamin A splicing – LMNA splicing modulation; 0.01% of 200,000 active; HeLa LMNA splicing GFP/RFP minigene ratio, 48 h; AID 1487; Potency, µM (titrated, usually from 46.1 µM), for the others: at the highest dose ratio change, negative = inhibition, hits mostly inhibitors; active = well fitted inhibition curve with a large enough effect in the signal ratio, with a control signal flat, not every such curve was filed as active; inconclusive = small, poorly fitted or top-dose-only effect, or effect the other way, or a change in a side signal; the % refers to the signal ratio; also: potency is read from the fitted curve at half-maximal effect; % is scaled to controls: 0 for no effect and ±100 for the full control effect
#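 S3 HeLa stable clones carrying a lamin A-EGFP splicing minigene plus DsRed2 were seeded at 600 cells/well in Opti-MEM with 2% FBS, pin-dosed and incubated 48 h at 37°C. Acumen cytometry (488 nm) gave the GFP/RFP total-intensity ratio.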
# Numbers without * were called inactive; ? = inconclusive; . = not tested or not shown; & = joins results of further samples; [ ] = remark or other dose. Unless noted, calls follow the shape of the dose curve; as a rule, active = well fitted curve in the direction sought with a large enough effect; inconclusive = small, poorly fitted or top-dose-only effect, or another doubt; inactive = no such curve, though single readings can be large; an effect the other way counts as inactive or inconclusive. Some of the compounds tested; rates above refer to the full screens.
compound	IMPase Li inh	Epigenetic reg	KinaseGlo FLuc	HttQ103 aggreg	NPSR antag	CBFb RUNX1 block	Lamin A splicing
CCOC(=O)CN(C(=O)CSc1nnc(-c2ccc(OC)c(OC)c2)o1)c1ccccc1	.	-5.2%	.	-18%	-20%[46.1 µM]	-3%	?
CCOC(=O)c1nc2ccccc2s1	3%[38.3 µM]	3.0%	-8%	0%	7%[46.1 µM]	2%	0%
CC(C)OC(=O)c1cccc(C(=O)Oc2ccc(Br)cc2)n1	-9%[38.3 µM]	2.8%	-5%	10%	11%[46.1 µM]	5%	4%
O=C(CCc1ccccc1O)N/N=C/c1ccc(Sc2cccc3cccnc23)o1	40%[38.3 µM]	4.0%	-2%	-31%	?	-23%	?
Cc1ccc(OCC(=O)Nn2cnc3ccccc32)cc1	-5%[38.3 µM]	-2.0%	-2%	-22%	2%[46.1 µM]	4%	11%
O=C(CCC(=O)OCCCC(F)(F)C(F)(F)F)NC1CCCCC1	19%[38.3 µM]	0.0%	3%	1%	12%[46.1 µM]	9%	1%
O=C(C1CCN(C2CCN(CC3CC=CCC3)CC2)CC1)N1CCOCC1 (configuration not stated)	11%	0.1%	-8%	1%[9.22 µM]	-14%	3%	15%[46 µM]
CCN(CC)CCNC(=O)CCCCn1c(=S)[nH]c2c([nH]c3ccc(OC)cc32)c1=O	31%[activator][38.3 µM]	0.8%	-8%	13%	-26%[46.1 µM]	-3%	-2%
Cc1ccccc1CS(=O)(=O)c1cnc2ccccc2n1	17%[38.3 µM]	-0.6%	-2%	13%	-13%[46.1 µM]	4%	?
CC(=O)N1[C@H](Cc2ccccc2)C=C[C@]1(C)C(=O)NCc1ccccn1	-1%&-3%	5.3%&1.5%	-2%&0%	3%	15%	5%[2.36 µM]	0%
C=CCOc1ccc(Cl)cc1CNCCCN1CCOCC1	13%[38.3 µM]	-1.1%	-1%	-4%	-6%[46.1 µM]	4%	3%
COC(=O)c1cccc(NC(=O)CSc2nnc(COc3ccccc3)n2C)c1	12%[38.3 µM]	0.0%	0%	7%	-10%[46.1 µM]	11%	10%
COc1ccccc1N1C(=O)N(C(C)=O)C2C1Nc1ccccc1N2C (configuration not stated)	22%[38.3 µM]	-3.4%	1%	?	-15%[46.1 µM]	?	?
CCOC(=O)N1N=C(C)CC1(O)c1ccccc1 (configuration not stated)	0%	0.0%	0%	2%	16%	-12%	-11%
S=C(Nc1ccc2nsnc2c1)NC1CCCCC1	-4%	?	1%	7%	-50%	-1%	?
O=C(O)CSc1nccn1-c1cccc(Cl)c1	7%[38.3 µM]	0.7%	14%	-6%	-8%[46.1 µM]	-2%	-4%
OCCCNc1nc(-c2ccc(Br)cc2)nnc1-c1ccc(Cl)cc1	0%	-1.9%	-1%	-20%	-56%	7%	?
Cc1c(NC(=O)Cn2cc([N+](=O)[O-])cn2)c(=O)n(-c2ccccc2)n1C	3%	-1.2%	-1%	12%	17%	8%	.
Cc1[nH]c2ccccc2c1-c1nc(-c2ccc(Cl)cc2)nnc1-c1ccccc1	-2%	4.9%	1%	26%	-20%	-1%	.
Cc1nn(C(C)C(=O)O)c(=O)c2c1sc1ccccc12 (configuration not stated)	-3%[38.3 µM]	2.0%	-4%	5%	4%[46.1 µM]	5%	-1%
COc1ccc(NC(=S)NC2CC3CCC(C2)N3Cc2ccco2)cc1 (configuration not stated)	22%	-1.0%	0%	-10%[9.22 µM]	-18%	18%	.
COCCCNC(=O)/C(C#N)=C/c1cccc(NC(=O)c2ccccc2Cl)c1	7%	-1.0%	1%	-8%	5%	1%	-17%
CCC(C)NC(=O)CSC1=Nc2ccccc2C2=NC(c3ccccc3)C(=O)N12 (configuration not stated)	22%[38.3 µM]	0.8%	-4%	-1%	-21%[46.1 µM]	0%	5%
COc1ccc(C(O)(CCc2ccccc2)CCN2CCCCC2)cc1 (configuration not stated)	12%	7.1%	1%	4%	-14%	0%	.
COC(=O)Nc1c(C)nn(Cc2ccccc2C)c1C	-13%[38.3 µM]	-0.8%	1%	-14%	-4%[46.1 µM]	9%	21%
FC(F)(F)c1ccccc1-c1nccc(NCc2ccccc2)n1	4%	-1.0%	-2%	.	.	.	3%
O=C1CC(NCC2CCCO2)C(=O)N1c1ccc(Cl)cc1 (configuration not stated)	5%	1.0%	0%	4%	-1%	6%	17%[46 µM]
Cc1cc(C)nc(CC(N)=O)n1	27%[38.3 µM]	-1.1%	-2%	?	-3%[46.1 µM]	7%	13%
CCC(c1c(C)[nH]oc1=O)c1c(C)[nH]oc1=O	-4%[38.3 µM]	?	-6%	14%[9.22 µM]	-14%[46.1 µM]	3%	3%
COc1ccc(CNC(=O)c2cnc3cc(C)ccn3c2=O)cc1	33%[activator][38.3 µM]	0.0%&-0.8%	7%	2%	4%[46.1 µM]	12%	-7%
COc1ccc(OC(C)C(=O)Nc2cccc([N+](=O)[O-])c2)cc1 (configuration not stated)	4%	-2.7%	-1%	-2%	-3%	1%	?
Cc1onc(-c2ccccc2)c1C(=O)Nc1nc(-c2ccc(F)c(F)c2)cs1	4%[38.3 µM]	-1.0%	1%	-3%	-20%[46.1 µM]	-8%	?
O=C(COC(=O)C1(c2ccccc2F)CCCC1)Nc1ncc(C(F)(F)F)cc1Cl	2%	5.1%	-4%	-2%	?	23%	-1%
COc1ccc(Nc2nc(N)nc(CCl)n2)cc1	.	1.1%	.	-6%[9.22 µM]	19%	-13%	43%[46 µM]
CCOc1ccccc1NC(=O)C(CC(C)C)NC(=O)C1CCCCC1 (configuration not stated)	48%[activator][38.3 µM]	-0.8%	2%	-5%	-23%[46.1 µM]	4%	-16%
CS(=O)(=O)N1CCN(c2ccc([N+](=O)[O-])c(SCc3ccco3)c2)CC1	7%	0.1%	6%	-14%	-25%	-22%	.
CCOC(=O)c1c(C)oc2c1c(C=NC1CCS(=O)(=O)C1)c(O)c1ccccc12 (configuration not stated)	-7%[38.3 µM]	-0.3%	0%	-15%	-10%[46.1 µM]	1%	-2%
Cc1[nH]nc2c1C(Cc1ccccc1)C(C#N)=C(N)O2 (configuration not stated)	27%[38.3 µM]	-2.5%	1%	2%	0%[46.1 µM]	1%	7%
CN(C)CCN(C(=O)/C=C/c1cccs1)c1nc2c(F)cc(F)cc2s1	12%	1.1%	1%	?	-25%	16%	-14%
Cc1ccc2c(c1)N(CCC(=O)NCC1COc3ccccc3O1)C(=O)CO2 (configuration not stated)	-2%	0.0%	-1%	-12%	-10%[46.1 µM]	14%	-9%
CC1CC(C)(C)NC(=S)N1CC(=O)N1CCN(Cc2ccc3c(c2)OCO3)CC1 (configuration not stated)	5%	0.0%	-1%	-4%	15%	7%	.
O=C(NCC1CCCO1)c1ccc2c(=O)n(Cc3ccco3)c(SCC(=O)N3CCCC3)nc2c1 (configuration not stated)	-4%[38.3 µM]	-1.1%	3%	-8%	-4%[46.1 µM]	5%	3%
O=c1[nH]c(Nc2ccc(F)cc2)cc2ccccc12	18%[38.3 µM]	0.8%	-12%	29%	-12%[46.1 µM]	-26%	3%
Cn1cccc1C(=O)NC(=O)COC(=O)c1cc(S(=O)(=O)N2CCCCC2)ccc1Cl	-14%	2.5%	.	9%	-25%	-3%	.
COCCCNC(=O)CN(CCc1ccccc1)S(=O)(=O)c1ccc(OC)cc1	2%	2.4%	5%	-3%[9.22 µM]	-10%	1%	.
O=C(O)CSc1nnc(COc2cccc3cccnc23)n1-c1ccc(Cl)cc1	0%	5.9%	-1%	-1%[9.22 µM]	-14%	5%	0%[46 µM]
O=C(CCn1cccc1)NCc1ccc2c(c1)OCO2	-2%[38.3 µM]	-1.6%	-5%	21%	-8%[46.1 µM]	-12%	-10%
Cc1cc(C)n(C(=O)c2ccc(Cl)c(F)c2F)n1	0%	8.2%	4%	0%[9.22 µM]	-6%	3%	0%[46 µM]

# Random excerpt: 3 records from the list
compound	IMPase Li inh	Epigenetic reg	KinaseGlo FLuc	HttQ103 aggreg	NPSR antag	CBFb RUNX1 block	Lamin A splicing
COc1ccc(NC(=S)NC2CC3CCC(C2)N3Cc2ccco2)cc1 (configuration not stated)	22%	-1.0%	0%	-10%[9.22 µM]	-18%	18%	.
CCOC(=O)c1c(C)oc2c1c(C=NC1CCS(=O)(=O)C1)c(O)c1ccccc12 (configuration not stated)	-7%[38.3 µM]	-0.3%	0%	-15%	-10%[46.1 µM]	1%	-2%
CCOC(=O)CN(C(=O)CSc1nnc(-c2ccc(OC)c(OC)c2)o1)c1ccccc1	.	-5.2%	.	-18%	-20%[46.1 µM]	-3%	?

# Further entries
compound	IMPase Li inh	Epigenetic reg	KinaseGlo FLuc	HttQ103 aggreg	NPSR antag	CBFb RUNX1 block	Lamin A splicing
COc1ccc(Cc2n[nH]c(=S)o2)cc1	-2%	6.8%	-1%	12%[9.22 µM]	-7%	-3%	.
O=C(NCCCN1CCOCC1)C1CC(=O)N(C2CCCCC2)C1 (configuration not stated)	14%[38.3 µM]	1.1%	9%	-17%	13%[46.1 µM]	-4%	23%
CCN(CC)S(=O)(=O)c1ccc(Cl)c(NC(=O)COc2ccc(OC)cc2[N+](=O)[O-])c1	-2%	-0.3%	-3%	10%	-6%	-7%	4%
CCOC(=O)c1sc(NC(=O)CSc2nnc(C(C)C)n2C)nc1C	5%	-7.7%	-1%	-25%	-10%[46.1 µM]	4%	0%
O=C(NCCCN1CCOCC1)c1ccc(Cl)cc1[N+](=O)[O-]	7%	-0.1%	-5%	-3%[9.22 µM]	-19%	1%	?
CCC(=O)O[C@@]1(C(=O)CCl)C(C)CC2C3CCC4=CC(=O)C=C[C@@]4(C)[C@]3(F)C(O)C[C@]21C (some centres not stated)	-1%	-1.3%	-3%	-3%	.	20%	-16%
O=C(COC(=O)/C=C/c1cccc(Cl)c1)Nc1ccccc1-c1ccccc1	1%	0.0%	9%	-3%	5%	22%	3%
CCn1c(=O)n(CC(=O)Nc2cc(OC)c(OC)c(OC)c2)c(=O)c2ccccc21	6%[38.3 µM]	-1.0%	14%	16%	1%[46.1 µM]	1%	2%
Cc1cccc(C(=O)O/N=C/c2ccc(Br)cc2)c1	-5%	2.2%	-7%	-3%	3%	19%	.
Cc1ccc(-c2cc(C(=O)NCc3ccco3)c3ccccc3n2)s1	-16%[38.3 µM]	3.3%	-2%	26%	-10%[46.1 µM]	7%	?
CCOC(=O)CSc1nnc2n1C(C)(C)Cc1ccccc1-2	4%	-0.8%	-2%	-10%	-1%[46.1 µM]	-5%	-4%
COC(=O)Nc1ccc(Cn2cc(C(F)(F)F)ccc2=O)cc1	1%	0.0%	-3%	14%	3%	-4%	.
